FLuc modulator = qHTS profiling assay for firefly luciferase inhibitor/activator using purifed enzyme and Km concentrations of substrates (counterscreen for miR-21 project); purified FLuc, Km substrates, luminescence inhibition; Potency, µM (highest dose often 57.5 µM), for the others: at the highest dose activity change, negative = inhibition, actives largely listed as inhibitors; 6.9% of 360,000 active; AID 588342, 2011; active means well fitted inhibition curve with a large enough effect; inconclusive means small, poorly fitted or top-dose-only effect;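 further: plate controls were vehicle for no effect and reference inhibitor for full effect; nearly all actives have a fitted effect of over 55% in size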
Target sequence (P08659 whole entry, looked up): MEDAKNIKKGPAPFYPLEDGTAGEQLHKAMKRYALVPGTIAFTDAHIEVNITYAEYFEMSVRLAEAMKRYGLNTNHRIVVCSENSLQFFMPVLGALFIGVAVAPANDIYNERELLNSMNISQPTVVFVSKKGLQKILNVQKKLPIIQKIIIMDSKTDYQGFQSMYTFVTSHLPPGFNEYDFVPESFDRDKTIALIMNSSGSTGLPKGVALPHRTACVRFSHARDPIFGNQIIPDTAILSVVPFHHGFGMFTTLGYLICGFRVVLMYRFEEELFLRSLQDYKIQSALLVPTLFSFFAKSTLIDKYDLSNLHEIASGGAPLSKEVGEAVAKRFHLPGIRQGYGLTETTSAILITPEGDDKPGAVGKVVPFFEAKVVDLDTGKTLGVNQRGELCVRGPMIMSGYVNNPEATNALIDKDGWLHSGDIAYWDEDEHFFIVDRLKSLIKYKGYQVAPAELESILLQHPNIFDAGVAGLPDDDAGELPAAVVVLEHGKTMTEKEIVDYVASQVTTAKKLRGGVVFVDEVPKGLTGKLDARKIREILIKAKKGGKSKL
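Purified P. pyralis luciferase, 10 nM final, with Km-level 10 uM D-luciferin and 10 uM ATP in 50 mM Tris acetate pH 7.5, 10 mM Mg acetate, 0.01% Tween-20, 0.05% BSA; 6-point qHTS titration about 60 µM downward; luminescence read.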
An asterisk follows results filed as active; ? = inconclusive; [ ] = dose if it differs, or a comment. Potency means the concentration at half of the fitted maximal effect. Not all compounds are listed, so the mix of outcomes need not match the whole.

SMILES | FLuc modulator
COC(=O)c1cccc(Nc2nn3c(=O)c4cc5c(cc4nc3s2)OCO5)c1 | ?
Cc1cc(C)c(NC(=O)c2cc(CN3CCOCC3)on2)c(C)c1 | -5%
Cc1nn(-c2ccccc2)c(OC(=O)C(C)(C)C)c1Sc1ccccc1 | ?
Cc1ccc(-c2nnc(SCC(=O)NC(C)(C)C)nc2-c2ccc(C)cc2)cc1 | 4%
O=C(Nc1sc2c(c1C(=O)NCc1ccco1)CCCC2)c1cc(=O)c2cc(Cl)ccc2o1 | -8%
O=C(CCCN1C(=O)c2cccnc2Oc2ccc(Cl)cc21)NCc1ccccc1F | -10%
CC(C)(C)OC(=O)N1CCC(c2c(C(=O)NCc3ccccn3)cnn2-c2ccc(F)cc2)CC1 | 0%
O=C(CSc1nncn2c1cc1sccc12)Nc1ccc(Br)cc1F | -3%
Cc1ccc2c(c1)cc(C(=O)Nc1ccccc1C)n2C | -1%
O=c1nc2c(-c3ccc(F)cc3Cl)n[nH]n2c2ccccc12 | ?
CCCc1cc(=O)[nH]c2nnc(SCC(=O)Nc3ccc(OC)cc3)n12 | -13%
Cc1cccc(C)c1Nc1c(-c2ccccn2)nc2c(C)cccn12 | 3%
CC(=O)N1CCCc2cc(S(=O)(=O)NCc3ccc(OC(C)C)cc3)ccc21 | 3%
COc1cccc(C(=O)Nc2cccc(NC(=O)c3ccc(Cl)cc3Cl)c2)c1 | 7.6µM*
COc1ccc(-c2nnc(SCC(=O)Nc3ccc(Cl)cc3)s2)cc1 | -17%
CCc1ccccc1NC(=O)c1ccc2c(c1)c(C)c(C)n2Cc1ccccc1 | -11%
Cc1cc(C)n2nc(CNS(=O)(=O)c3ccccc3)nc2n1 | -1%
Cc1cccc(C)c1-n1ncc(C(=O)O)c1C1CCN(C(=O)OC(C)(C)C)CC1 | -2%
CCc1cccc(C)c1NC(=O)C1CCCN1S(=O)(=O)c1cccc2nsnc12 (stereo not drawn) | -2%
Oc1ccccc1Nc1nc(-c2ccccc2)c2cc(Cl)ccc2n1 | 4%
COc1ccc(C2C(=O)N(C3CCCCCC3)CC(=O)N2CCc2ccc(Cl)cc2)cc1OC (stereo not drawn) | 1%
CC(=O)c1ccc(S(=O)(=O)N2CCn3cccc3C2c2ccc(F)c(F)c2)cc1 (stereo not drawn) | 2%
Cn1c(C(=O)Nc2cccc(C(F)(F)F)c2)cc2c(=O)n3ccccc3nc21 | -8%
COc1ccc(C(=O)NCc2ccc3c(c2)CCN3C(=O)c2ccc(C)cc2)cc1 | ?
Cc1nnc(N2CCN(C(=O)Nc3cc(F)ccc3F)CC2)c2nn(-c3ccc(Cl)cc3)c(C)c12 | -11%
CCC(=O)N1c2ccccc2CC1C(=O)NCCc1ccccc1OC (stereo not drawn) | -3%
CN(Cc1ccccc1)C(=O)c1ccc2c(c1)N(Cc1ccccc1Cl)C(=O)c1ccccc1S2 | 5%
Cc1cccc(NC(=O)CCCn2nc(C)c3c(C)n(-c4ccccc4)nc3c2=O)c1C | -7%
COC(=O)c1sc2cccc(F)c2c1S(=O)(=O)Nc1ccc(C)cc1Cl | ?
CCOC(=O)c1cc(-c2ccccc2)n(CCCC(=O)Nc2ccc(C)c(Cl)c2)c1C | -2%
CCN(CCCNC(=O)CN1N=C(c2ccccc2)CCC1=O)c1ccccc1 | 1%
Cc1ccc(-n2cc(C(=O)OCc3ccc(Cl)cc3)c3ccccc3c2=O)cc1 | -3%
Cc1ccc2c(n1)sc1c(=O)n(-c3cccc(C(F)(F)F)c3)nnc12 | -11%
O=C(NCc1ccc2c(c1)CCN2C(=O)c1ccncc1)c1cccc(Cl)c1 | 7%
Cc1ccccc1CNC(=O)C1CCN(c2nnc(C)c3c(C)n(-c4ccccc4)nc23)CC1 | -4%
CCOc1ccc(NC(=O)C(Cc2ccccc2)NS(=O)(=O)c2ccc3c(c2)oc(=O)n3C)cc1 (stereo not drawn) | -3%
O=C(Cn1nc2c(cc1=O)CCCC2)Nc1ccccc1C(F)(F)F | 2%
Cc1cc(C)c2c(n1)sc1c(=O)n(-c3cc(Cl)ccc3C)nnc12 | 7%
COc1ccc(C(=O)Nc2nc3c(s2)CCCC3)cc1Cl | 2.4µM*
CCCCN(CC)CCCNC(=O)C1CCN(c2nc3ccc(CC)cc3s2)CC1 | 19µM*
Cn1c(=O)oc2cc(S(=O)(=O)NC(Cc3ccccc3)C(=O)NCc3ccc(F)cc3)ccc21 (stereo not drawn) | -2%
CC(C)C(NS(=O)(=O)c1cccc2cccnc12)C(=O)Nc1ccc(OC(F)(F)F)cc1 (stereo not drawn) | 64%[activator]
CC1=C(c2ccc(C(C)C)cc2)S(=O)(=O)N=C1N1CCC(C(=O)NCc2ccccc2)CC1 | -1%
COc1ccc(S(=O)(=O)N2CCC(n3c(C(F)(F)F)nc4cccnc43)CC2)cc1OC | -9%
CCc1ccc(-n2c(C)nc3cc(C(=O)NCCc4ccccc4)ccc32)cc1 | 0%
Cc1ccc(NC(=O)CSc2cn(CC(=O)N3CCCC3)c3ccccc23)cc1Cl | -17%
CCC(=O)Nc1ccc(C)cc1-c1nc2ccccc2n(CC(=O)c2ccc(C)cc2)c1=O | -1%
O=C(c1ccc(F)cc1F)N1CCC(c2nc(-c3ccc(S(=O)(=O)N4CCCC4)cc3)no2)CC1 | -1%
COc1ccccc1CNC(=O)c1cnc2sc(N3CCCCC3)nn2c1=O | -6%
Cc1cc2oc(C(=O)N(Cc3ccccc3F)C3CCS(=O)(=O)C3)c(C)c2cc1Cl (stereo not drawn) | 6%
Next part.
SMILES | FLuc modulator
Cc1cc(-c2ccccc2)n2nc(-c3cccc(Br)c3)cc2n1 | 0%
O=C(CCCn1c(=O)c2cccn2c2ccc(F)cc21)NCCc1ccccc1 | -4%
O=C(NCCCc1nc2ccccc2n1Cc1cccc(Cl)c1)c1ccco1 | -9%
COc1ccc(NC(=O)c2ccco2)cc1NC(=O)COc1cc(C)cc(C)c1 | -6%
COc1ccc(NC(=O)CSC2=Nc3ccccc3C3=NC(CCC(=O)NC4CCCCC4)C(=O)N23)cc1 (stereo not drawn) | -2%
CCN(CC)c1ccc2cc(-c3nc(-c4ccc(Cl)cc4Cl)cs3)c(=O)oc2c1 | -1%
C=CCc1ccccc1OCCSc1nc(-c2ccc(C(C)(C)C)cc2)nc2cc(=O)[nH]n12 | ?
COc1ccc(Cl)cc1NC(=O)CN1C(=O)COc2ccc(S(=O)(=O)NC3CCCC3)cc21 | 1%
COCCCNC(=O)CSc1nc(-c2cccc(F)c2)[nH]c1-c1ccccc1 | -8%
O=C(CSCn1nnc2c(=O)[nH]c(Cc3ccc(F)cc3)nc21)Nc1cccc(C(F)(F)F)c1 | -6%
CCc1cccc(CC)c1NC(=O)CCS(=O)(=O)c1ccc(Br)cc1 | -8%
CCc1ccccc1NC(=O)C1CCCN(c2cnccn2)C1 (stereo not drawn) | -3%
Cc1ccc(CNC(=O)CCn2cnc3ccccc3c2=O)cc1 | 4%
CCCCCOc1c(Cl)cc(C(=O)N(Cc2ccc(C)o2)C2CCS(=O)(=O)C2)cc1Cl (stereo not drawn) | -7%
COC(=O)c1ccc(Cn2c(SCC(=O)Nc3ccc(F)cc3)nc3ccccc32)cc1 | ?
Cc1ccn2c(Nc3c(C)cccc3C)c(-c3ccc(Cl)s3)nc2c1 | -3%
CSc1cccc(NC(=O)C2CCN(c3nc4ccccc4[nH]3)CC2)c1 | -19%
CC(=O)c1ccc(NC(=O)CCc2c(C)nn(-c3ccc4nncn4n3)c2C)cc1 | -4%
Cc1ccc(C)c(S(=O)(=O)c2nnn3c2nc(NCc2ccc4c(c2)OCO4)c2sccc23)c1 | -19%
Cc1csc2nc(COC(=O)c3ccc(NC(=O)c4ccccc4Br)cc3)cc(=O)n12 | -9%
Cc1nn(C(C)C(=O)NC2CCC(C)CC2)c(=O)c2cc3sccc3n12 (stereo not drawn) | 6%
COc1cc(NS(=O)(=O)c2ccc3c(c2)CC(=O)N3)cc(OC)c1OC | -9%
O=C(Nc1ccccc1)N1CCN(C(=O)c2nsc3ccccc23)CC1 | -6%
O=C(CCSCc1cccc(Cl)c1)NCc1ccc(F)cc1Cl | ?
CCOCCc1nn2c(=O)cc(COC(=O)c3ccc4c(c3)OCO4)nc2s1 | 2%
CCCCNc1nc2c(S(=O)(=O)c3ccc(C)cc3)nnn2c2ccsc12 | -3%
CCOC(=O)c1ccccc1NC(=O)c1c(C)oc2ncnc(N3CCOCC3)c12 | -14%
CCOCCc1nn2c(=O)cc(COC(=O)c3ccccc3NC(=O)CC(C)C)nc2s1 | 1%
CCOc1ccc(-n2ccnc2SCC(=O)Nc2ccc3c(c2)OCO3)cc1 | -13%
CCC(=O)N1c2ccccc2CC1C(=O)NCCc1ccccc1Cl (stereo not drawn) | 1%

Reformatted as tab-separated lines: entries from further up
Compound	FLuc modulator
CCCCCOc1c(Cl)cc(C(=O)N(Cc2ccc(C)o2)C2CCS(=O)(=O)C2)cc1Cl (stereo not drawn)	-7%
COC(=O)c1ccc(Cn2c(SCC(=O)Nc3ccc(F)cc3)nc3ccccc32)cc1	?
Cc1ccn2c(Nc3c(C)cccc3C)c(-c3ccc(Cl)s3)nc2c1	-3%
CSc1cccc(NC(=O)C2CCN(c3nc4ccccc4[nH]3)CC2)c1	-19%
CC(=O)c1ccc(NC(=O)CCc2c(C)nn(-c3ccc4nncn4n3)c2C)cc1	-4%
Cc1ccc(C)c(S(=O)(=O)c2nnn3c2nc(NCc2ccc4c(c2)OCO4)c2sccc23)c1	-19%
Cc1csc2nc(COC(=O)c3ccc(NC(=O)c4ccccc4Br)cc3)cc(=O)n12	-9%
Cc1nn(C(C)C(=O)NC2CCC(C)CC2)c(=O)c2cc3sccc3n12 (stereo not drawn)	6%
COc1cc(NS(=O)(=O)c2ccc3c(c2)CC(=O)N3)cc(OC)c1OC	-9%
O=C(Nc1ccccc1)N1CCN(C(=O)c2nsc3ccccc23)CC1	-6%
O=C(CCSCc1cccc(Cl)c1)NCc1ccc(F)cc1Cl	?
CCOCCc1nn2c(=O)cc(COC(=O)c3ccc4c(c3)OCO4)nc2s1	2%
CCCCNc1nc2c(S(=O)(=O)c3ccc(C)cc3)nnn2c2ccsc12	-3%
CCOC(=O)c1ccccc1NC(=O)c1c(C)oc2ncnc(N3CCOCC3)c12	-14%

(cont.)
SMILES | FLuc modulator
Cc1ccc(CNC(=O)C(=O)NCC(c2cccnc2)N2CCN(c3ccc(F)cc3)CC2)cc1 (stereo not drawn) | 3%
CC(=O)c1ccc(N2CCN(c3ccc(NC(=O)c4ccc(F)cc4)cc3C(=O)O)CC2)cc1 | -8%
COc1ccc(CCNc2oc(/C=C/c3cc(OC)c(OC)c(OC)c3)nc2C#N)cc1OC | 0%
COc1cc(OC)cc(C(=O)Nc2ccc3nc(N4CCCCC4)cc(C)c3c2)c1 | -10%
Cn1c(=O)n(C)c2cc(N3CCOCC3)c(NC(=O)c3ccccc3Br)cc21 | -3%
COc1ccc(S(=O)(=O)NCC(c2ccc(N(C)C)cc2)N2CCc3ccccc32)cc1 (stereo not drawn) | -3%
CCOC(=O)c1oc2ccc(S(=O)(=O)n3nc(-c4ccc(Br)cc4)cc3N)cc2c1C | 1%
CCCS(=O)(=O)Nc1cc(-c2cn3ccc(C)cc3n2)ccc1C | 9.5µM*
COc1ccc2c(c1)-c1nc(NC(=O)c3ccc(C)cc3)sc1CC2 | 2.7µM*
CC1CCN(S(=O)(=O)c2ccc3c(c2)CCN3C(=O)Nc2cccc(Br)c2)CC1 | -1%
CC(C)(C)OC(=O)N1CCC(c2c(C(=O)NCc3ccc4c(c3)OCO4)cnn2-c2ccc(F)cc2F)CC1 | 4%
COc1ccc(CNC(=O)c2cnc(N3CCOCC3)c3ccccc23)cc1 | 4%
CCOC(=O)c1ccc(CN(Cc2ccc(Br)cc2)S(=O)(=O)c2cccc(C(F)(F)F)c2)cc1 | -4%
Cc1ccc(CNC(=O)c2ccc3c(c2)N(Cc2ccccc2)C(=O)c2ccccc2S3(=O)=O)cc1 | -1%
O=C(CC1N=C2c3ccccc3N=C(SCc3cccc(F)c3)N2C1=O)NCc1cccs1 (stereo not drawn) | -15%
Cc1cc(=O)c2cc(C(=O)Nc3cccc(C)c3C)ccc2[nH]1 | -5%
CCOc1ccc(C(=O)Nc2nc(-c3ccc(Br)cc3)ns2)cc1 | 2%
O=C(NCCc1nc2ccccc2n1Cc1ccccc1)c1ccco1 | 3%
O=C(Nc1ccc(Br)cc1)c1cc(S(=O)(=O)N2CCc3ccccc32)ccc1F | -2%
Cn1c(=O)n(C)c2cc(NS(=O)(=O)c3ccc(Cl)cc3)c(NCc3ccccc3)cc21 | 15µM*
CCOc1ccc(NC(=O)c2ccc(-c3cccc(Cl)c3C)o2)cc1 | -17%
CCOC(=O)C1CCCN(C(=O)Cn2ncc3c4ccccc4n(Cc4ccccc4)c3c2=O)C1 (stereo not drawn) | -13%
CCOC(=O)c1cccc(NC(=O)CC2C(=O)N(c3ccc(C)cc3)C(=O)N2Cc2cccc(OC)c2)c1 (stereo not drawn) | ?
CC(C)Cn1c(-c2ccc(S(=O)(=O)N3CCOCC3)cc2)csc1=Nc1cc(Cl)ccc1Cl | 2%
COc1ccccc1CCNC(=O)c1cc2c(=O)n3cccc(C)c3nc2n1C | -6%
O=C(Nc1ccccc1Br)N1CCC(CN2CCCC2)CC1 | 2%
CCN1CCN(c2nnc(-n3cccc3C(=O)Nc3cccc(OC)c3)s2)CC1 | -4%
COC(=O)c1cc(OC)c(OC)c(OC)c1NC(=O)c1cc(=O)n(C)c(=O)n1C | -6%
COc1ccc(-c2nc3scc(CCNS(=O)(=O)c4ccc(F)cc4C)n3n2)cc1 | -13%
O=C(OCc1ccccc1Cl)c1ccc(-c2nnn(Cc3ccc(F)cc3)n2)cc1 | 0%
Cc1ccc2c(=O)cc(C(=O)Nc3cccc(Cl)c3C)oc2c1C | -1%

Compound activity: PubChem, National Center for Advancing Translational Sciences (NCATS)
